From PubChem BioAssay
LMPTP block: blocks human LMPTP phosphatase; recombinant LMPTP-A, OMFP fluorogenic substrate, fluorescence intensity; hit rate 0.22% among 360,000; inhibition, % at 20 µM; P24666; AID 651560;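 active = compounds that cut the enzyme signal by at least half of the control window in the single-dose screen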;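 also: plate controls were DMSO wells with enzyme plus substrate for no effect and substrate without enzyme for full effect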
Target sequence (P24666 whole entry, looked up): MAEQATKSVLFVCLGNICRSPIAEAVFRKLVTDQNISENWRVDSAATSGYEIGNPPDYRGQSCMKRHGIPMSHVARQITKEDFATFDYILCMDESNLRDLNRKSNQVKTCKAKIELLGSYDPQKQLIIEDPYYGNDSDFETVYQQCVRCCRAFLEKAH
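test system = LMPTP-A | amount = 0.625 nM LMPTP-A final | reagent = fluorogenic phosphatase substrate OMFP at 400 µM final | incubation = 50 min at room temperature | benchmarks = no-enzyme low control, uninhibited high control | medium = Bis-Tris pH 6.0, DTT, detergent | signal = fluorescence intensity of OMFP turnover product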
Scp-1 inhibitor: Scp-1 (human) phosphatase inhibition. Q9GZU7. Recombinant Scp1, phosphopeptide, malachite green phosphate absorbance. inhibition, % at 20 µM. hit rate 0.88% among 340,000;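 active = inhibition above about 50% at 20 µM, limit read from the data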;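 also: plate controls were DMSO wells with enzyme for no effect and wells lacking enzyme for full effect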
Target sequence (Q9GZU7 76-261 limits assumed): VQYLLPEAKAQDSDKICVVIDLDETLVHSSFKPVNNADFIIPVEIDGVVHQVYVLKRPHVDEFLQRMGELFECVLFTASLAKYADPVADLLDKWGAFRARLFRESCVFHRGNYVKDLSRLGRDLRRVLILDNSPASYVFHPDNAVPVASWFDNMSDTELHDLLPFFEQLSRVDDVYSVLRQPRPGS
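Material: truncated SCP-1 phosphatase (76-261aa) / Buffer or medium: 50 mM Tris acetate pH 5.5, 0.005% Tween-20, 10 mM MgCl2 / Compound dosing: one concentration, 20 µM, with 1.0% DMSO / Incubation: 45 min room-temperature reaction, 5 min colour, 30 min stabiliser / Detection: colorimetric free-phosphate detection, absorbance 630 nm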
CSN inh: blocks human CSN-mediated cullin deneddylation. Q92905. Purified CSN, SCF-Nedd8-OG deneddylation, fluorescence polarization. AID 651999. hit rate 0.38% among 360,000. inhibition, % at 12.5 µM;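 active = pattern-corrected inhibition above about 35%, with an unprinted fluorescence ratio check between 0.5 and 1.5, limit read from the data, passing the limit was not always enough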;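 also: 0% = enzyme with substrate and 100% = substrate without enzyme; some results filed as inactive read as strong as hits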
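test system = HEK293T-derived human Csn5 enzyme | amount = 0.24 nM Csn5 enzyme, final concentration | medium = Tris/NaCl/DTT buffer, pH 7.5 | schedule = 90 min reaction at room temperature | signal = FP | evaluation = inhibition of Csn5 cleavage, % | compound dosing = single dose of 12.5 µM compound with 0.25% DMSO | probe or stimulus = 10 nM SCFSkp2-Nedd8OG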
Rpn11 inh: inhibitors of human proteasome Rpn11 | O00487 | human 26S proteasome, Ub4-pepOG fluorescence polarization; 20S core pre-blocked with epoxomicin | calls only at 20 µM | hit rate 0.59% among 360,000;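 active = inhibition at 20 µM, scaled to each plate's controls, above about 33%, limit read from the data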
Target sequence (O00487 whole entry, looked up): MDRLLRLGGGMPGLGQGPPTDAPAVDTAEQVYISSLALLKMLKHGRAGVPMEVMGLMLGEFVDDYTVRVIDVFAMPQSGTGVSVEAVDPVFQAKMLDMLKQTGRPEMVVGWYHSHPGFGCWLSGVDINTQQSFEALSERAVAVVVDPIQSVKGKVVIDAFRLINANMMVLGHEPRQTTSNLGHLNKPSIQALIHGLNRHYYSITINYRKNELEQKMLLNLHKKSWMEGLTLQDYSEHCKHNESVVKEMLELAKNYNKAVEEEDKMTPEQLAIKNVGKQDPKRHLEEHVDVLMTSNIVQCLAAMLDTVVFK
SUMO1 PPI mod: modulators of human SUMO1-mediated protein-protein interactions. hit rate 0.33% among 360,000. SUMO1 binding to a labelled peptide, TR-FRET, 1 h. P63165. inhibition, % at 20 µM; in the data active = inhibition above about 37%
Target sequence (P63165 whole entry, looked up): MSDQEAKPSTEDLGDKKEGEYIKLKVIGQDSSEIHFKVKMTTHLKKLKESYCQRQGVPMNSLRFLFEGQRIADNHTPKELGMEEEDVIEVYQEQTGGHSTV
MsrA inhibitor: inhibitors of bovine MsrA. inhibition, % at 15.5 µM. purified bovine MsrA, absorbance read-out. hit rate 0.75% among 360,000; in the data active = inhibition above about 4.5%;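 also: 0% = vehicle wells with enzyme and 100% = reference inhibitor wells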
DNMT1 block: inhibitors of human DNMT1; P26358; hit rate 0.83% among 360,000; DNMT1 molecular beacon, Hinp1I cleavage, fluorescence; inhibition (reported as % activation of signal), % at 10 µM; in the data active = inhibition above about 50%
Tb MetRS inh: blocks T. brucei methionyl-tRNA synthetase activity. inhibition, % at 11.9 µM. AID 624268. hit rate 0.4% among 360,000. purified T. brucei MetRS, ATP depletion, Kinase-Glo luminescence;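 active = inhibition above a per-plate cutoff of the control wells' mean inhibition plus 3 SD, cut at about 5.5% in these data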;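 also: 0% = DMSO wells median and 100% = median of wells with control inhibitor compound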
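Assay system: T. brucei methionyl-tRNA synthetase, purified | Medium: HEPES buffer with MgCl2, KCl, DTT, spermine, BSA, pyrophosphatase | Compound: 11.9 µM single point | Incubation: 15 min enzyme-compound preincubation, 2 h reaction, 10 min detection, 25 °C | Measured by: Kinase-Glo luciferase luminescence reporting remaining unconsumed ATP | Measure: % inhibition normalized to control-well medians | Replication: Singlicate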
STEP inh: inhibitors of human striatal-enriched phosphatase STEP. inhibition, % at 20 µM. P54829. hit rate 0.25% among 360,000. recombinant STEP, OMFP fluorogenic substrate, fluorescence. AID 588621;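 active = inhibition at 20 µM, scaled per plate between control wells, above about 37%, limit read from the data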;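 also: 0% = DMSO with enzyme and substrate and 100% = substrate only without enzyme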
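System: isolated STEP enzyme; schedule: 20 min enzyme reaction at room temperature, protected from light; medium: Bis-Tris buffer pH 6.0, 2.5 mM DTT, 0.005% Tween 20; signal: fluorescence, 480/540 nm; dosing: single compound dose of 20 µM, 1% DMSO final; also added: OMFP substrate, 25 µM final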
NadD block: blocks S. aureus nicotinate mononucleotide adenylyltransferase | purified NadD enzyme, colorimetric absorbance read-out | inhibition, % at 20 µM | hit rate 0.78% among 360,000; in the data active = inhibition above about 26%; also: some compounds past the cut are filed as inactive
An asterisk follows results filed as active; i = inactive; · = no result given. Outcome played no part in choosing rows. About 3.9% of those tested had a hit in this group.

SMILES	LMPTP block	Scp-1 inhibitor	CSN inh	Rpn11 inh	SUMO1 PPI mod	MsrA inhibitor	DNMT1 block	Tb MetRS inh	STEP inh	NadD block
O=[N+]([O-])c1ccc(Cl)c(S(=O)(=O)/N=C(/c2ccccc2)N2CCOCC2)c1	0.2	-5	-13	i	-21	0.5	0	-0.2	0	4
O=C(Cc1ccc(F)cc1)Nc1cc(S(=O)(=O)N2CCOCC2)ccc1N1CCCCC1	-0.5	·	0	i	1	-0.6	-2	-0.1	0	-3
Cc1nc(SCC(C)C)[nH]c(=O)c1Cc1ccccc1	2.0	-7	-2	i	1	0.4	2	-1.1	3	2
CCc1nnc(NC(=O)c2ccc(OC)cc2)s1	-1.3	-5	-6	i	2	-1.3	-1	0.8	-1	-6
O=C(O)CCNS(=O)(=O)c1ccc2c(c1)OCCCO2	-1.1	-5	5	i	-3	-1.8	2	-0.4	2	-2
CC(C)C1Oc2ccccc2N(CC(=O)N(C)C2CCCCC2)C1=O (centres undefined)	0.3	4	4	i	0	0.2	-1	0.2	2	-2
CC(C)c1nc(SCc2ccccn2)c2c(=O)n(C)c(=O)n(C)c2n1	1.6	2	0	i	5	-0.1	1	-0.3	0	8
CC(=O)Nc1ccc(Cl)cc1C1COC(=O)C1=N (centres undefined)	-1.6	-9	-2	i	-5	0.7	11	0.2	3	-6
O=C(Cc1cn2ccsc2n1)OCc1ccccc1	-1.3	3	4	i	2	1.0	3	-1.4	-2	1
CCNC(=O)C1(C)CCCN(Cc2cccc3ccccc23)C1 (centres undefined)	-0.5	·	-8	i	-3	1.5	4	0.1	-4	2
CCn1cc(C(=O)N[C@H](C(=O)NCCCN2CCOCC2)C(C)C)c(=O)c2cc3c(cc21)OCO3	-0.8	1	2	i	6	0.5	3	-0.3	2	-6
COC(=O)COc1ccc(S(=O)(=O)N2CCOCC2)cc1	-0.3	-2	-20	i	-6	0.4	7	0.2	-1	-1
O=C(CSc1nnc(NC(=O)c2c(F)cccc2F)s1)Nc1ccc(F)cc1	-1.5	-11	6	i	7	0.6	-1	0.0	-2	2
CCC(C(=O)OCC(=O)Nc1cccc(C(C)=O)c1)c1ccccc1 (centres undefined)	-0.9	-9	-3	i	0	1.9	-4	-0.3	-1	-7
CCC1S/C(=N/N=C/c2cccs2)NC1=O (centres undefined)	-0.2	-12	-2	i	-7	6.2*	3	-1.4	1	-3
O=C(Cc1ccc(NC(=O)C2CCCN(C(=O)CCc3ccccc3)C2)cc1)Nc1cccc(C(=O)N2CCCC2)c1 (centres undefined)	0.0	-8	3	i	1	-1.1	4	-0.6	-1	3
O=C(Nc1ccnn1C1CCN(Cc2cccc(OCCO)c2)CC1)c1cccc(F)c1	-0.3	-4	-4	i	-5	-1.1	-6	-0.2	0	5
Cc1ccc(N/C=C/C(=O)c2ccccc2)cc1C	2.3	-7	-9	i	-7	1.4	-1	-0.5	3	-4
O=C(NCc1ccco1)C(=O)NCc1ccccc1Cl	-0.6	-5	-2	i	-2	0.3	0	-0.4	-2	0
CC(C)(C)[C@H]1CCC(=O)N([C@H](CSc2ccc(Br)cc2)Cc2ccccc2)CC1	2.9	-6	0	i	5	-0.3	27	0.2	4	-5
C[C@]12CCC(=O)C=C1C=C[C@@H]1[C@@H]2CC[C@@]2(C)[C@H]1CC[C@@]21CCC(=O)O1	-0.9	-7	2	i	-17	0.8	1	-0.7	0	-6
CCCn1cnc2cc(NC(=O)c3cccs3)ccc21	-0.8	-10	-6	i	34	0.5	1	-1.2	3	3
CCN(CC)S(=O)(=O)c1ccc(N)cc1	-0.7	7	-7	i	0	1.6	-5	-0.7	0	-6
COCC(C)n1c(C)cc(C(=O)COC(=O)c2nn(C)c(=O)c3ccccc23)c1C (centres undefined)	-0.7	-3	1	i	-11	0.0	-2	0.0	2	4
CN1C(=O)c2ccc(C(=O)Nc3cccnc3)cc2C1=O	1.8	-13	6	i	-27	0.1	2	0.1	-2	-1
O=C(c1[nH]c(C(F)(F)F)nc1-c1ccccc1)N1CCN(C/C=C/c2ccccc2)CC1	-3.0	·	7	i	9	0.1	-2	-0.3	-4	3
COc1cccc(/C=C/C(=O)NNC(=O)c2ccco2)c1OC	1.4	-5	0	i	-6	-0.4	5	-0.3	-2	-1
O=c1[nH]c(S)nc2sc3c(c12)CCCC3	2.4	13	3	i	9	·	-5	0.1	21	-4
CCCc1[nH]nc2c1C(c1ccoc1)C(C#N)=C(N)O2 (centres undefined)	-0.7	-7	-4	i	3	0.2	-10	0.2	-5	1
CC(C)CN(CC(C)C)CC(O)COc1ccc([N+](=O)[O-])cc1 (centres undefined)	1.0	-8	2	i	-9	1.2	14	-0.7	-2	3
CCn1c(SCC(=O)NC(=O)c2ccccc2OC)nc2ccccc21	0.2	-4	-2	i	5	0.9	0	0.3	-1	4
Cc1nnc2c3ccccc3c(-c3cccs3)nn12	1.1	-2	0	i	-6	-0.5	-1	-0.6	0	4
COc1ccccc1/C=C/C(=O)NCc1cccnc1	-0.3	-4	0	i	-5	0.6	2	-2.2	-1	-2
COc1ccc(OC)c(NC(=O)c2ccc(-c3cccs3)cc2)c1	4.7	-20	0	i	-5	1.0	-14	-0.1	1	4
O=C(Nc1ccc(F)cc1)Nc1cnccn1	-1.0	-5	1	i	4	0.8	0	1.8	1	0
CNC(=O)Nc1ccc(S(N)(=O)=O)cc1	-0.3	1	-2	i	1	-1.6	-3	0.3	2	-2
COc1cccc2c(C)c(C(=O)O)[nH]c12	-1.2	4	12	i	19	-1.0	15	-0.1	-10	1
O=C(NC1=CC(=O)c2ccccc2C1=O)c1ccccc1	1.6	-18	10	i	-15	-0.2	36	-0.3	-2	-4
Nc1cccc(C(=O)Nc2ccco2)c1	-0.8	-6	1	i	12	-0.1	-8	-0.8	0	1
O=C(CCCl)Nc1nc2c(s1)CCc1ccccc1-2	1.3	-13	3	i	1	0.6	-1	0.3	4	-4
CC(=O)N1CCN(CC(=O)Nc2cc(S(=O)(=O)N3CCCCC3)ccc2C)CC1	-1.0	-3	-1	i	1	0.0	2	-0.2	-2	4
COc1ccc(NS(=O)(=O)c2ccc(O)c(C(=O)OCC(=O)N3CC(C)OC(C)C3)c2)cc1 (centres undefined)	1.4	-13	5	i	-6	0.6	5	-0.7	-3	2
CCOC(=O)c1sc2nc(C)nc(Nc3ccccc3)c2c1C	-0.2	-7	1	i	-2	-0.5	5	1.0	1	-1
COc1ccc(NC(=S)N2CCCC(c3nc4ccc(C)cc4[nH]3)C2)c(OC)c1 (centres undefined)	0.2	-6	2	i	4	1.7	5	0.1	1	-1
N#Cc1nc(-c2ccccc2)oc1NCCN1CCCCC1	-2.8	-5	2	i	-4	-0.3	0	-0.1	-2	0

Reprinted at random: 2 entries already listed, in no set order.
SMILES	LMPTP block	Scp-1 inhibitor	CSN inh	Rpn11 inh	SUMO1 PPI mod	MsrA inhibitor	DNMT1 block	Tb MetRS inh	STEP inh	NadD block
O=C(CCCl)Nc1nc2c(s1)CCc1ccccc1-2	1.3	-13	3	i	1	0.6	-1	0.3	4	-4
CC(=O)N1CCN(CC(=O)Nc2cc(S(=O)(=O)N3CCCCC3)ccc2C)CC1	-1.0	-3	-1	i	1	0.0	2	-0.2	-2	4

Next records
SMILES	LMPTP block	Scp-1 inhibitor	CSN inh	Rpn11 inh	SUMO1 PPI mod	MsrA inhibitor	DNMT1 block	Tb MetRS inh	STEP inh	NadD block
CN(C)c1nc(-c2cccnc2)nc(-c2ccc(Cl)cc2)c1C#N	1.4	-3	1	i	-11	1.4	-3	0.0	3	1
O=C(Nc1cccc(Cl)c1Cl)c1csc([C@H]2C[C@H](O)[C@@H](CO)O2)n1	-0.8	·	2	i	4	1.1	2	-0.2	-1	-2
CC(=O)Nc1sc(C)c(C)c1C(=O)OCC(=O)Nc1ccccc1C(F)(F)F	-1.1	·	2	i	-4	-0.2	12	0.0	0	-6
CN(CCCn1cnc2c(OCc3ccccc3)ncnc21)Cc1ccco1	-1.9	·	2	i	1	-0.8	1	-1.1	1	-2

Sorted by length of the SMILES (smallest number first): 11 of the compounds above.
SMILES	LMPTP block	Scp-1 inhibitor	CSN inh	Rpn11 inh	SUMO1 PPI mod	MsrA inhibitor	DNMT1 block	Tb MetRS inh	STEP inh	NadD block
Nc1cccc(C(=O)Nc2ccco2)c1	-0.8	-6	1	i	12	-0.1	-8	-0.8	0	1
CNC(=O)Nc1ccc(S(N)(=O)=O)cc1	-0.3	1	-2	i	1	-1.6	-3	0.3	2	-2
COc1cccc2c(C)c(C(=O)O)[nH]c12	-1.2	4	12	i	19	-1.0	15	-0.1	-10	1
O=C(CCCl)Nc1nc2c(s1)CCc1ccccc1-2	1.3	-13	3	i	1	0.6	-1	0.3	4	-4
O=C(NC1=CC(=O)c2ccccc2C1=O)c1ccccc1	1.6	-18	10	i	-15	-0.2	36	-0.3	-2	-4
CCOC(=O)c1sc2nc(C)nc(Nc3ccccc3)c2c1C	-0.2	-7	1	i	-2	-0.5	5	1.0	1	-1
CN(C)c1nc(-c2cccnc2)nc(-c2ccc(Cl)cc2)c1C#N	1.4	-3	1	i	-11	1.4	-3	0.0	3	1
CC(=O)Nc1sc(C)c(C)c1C(=O)OCC(=O)Nc1ccccc1C(F)(F)F	-1.1	·	2	i	-4	-0.2	12	0.0	0	-6
CC(=O)N1CCN(CC(=O)Nc2cc(S(=O)(=O)N3CCCCC3)ccc2C)CC1	-1.0	-3	-1	i	1	0.0	2	-0.2	-2	4
O=C(Nc1cccc(Cl)c1Cl)c1csc([C@H]2C[C@H](O)[C@@H](CO)O2)n1	-0.8	·	2	i	4	1.1	2	-0.2	-1	-2
COc1ccc(NS(=O)(=O)c2ccc(O)c(C(=O)OCC(=O)N3CC(C)OC(C)C3)c2)cc1 (centres undefined)	1.4	-13	5	i	-6	0.6	5	-0.7	-3	2
